Bioassay records deposited in PubChem by National Center for Advancing Translational Sciences (NCATS).
DRD3 antagonist = antagonists of human D3 dopamine receptor | P35462 | D3R cells, DiscoveRx beta-arrestin luminescence, antagonist mode; stronger effect = lower value | max response, negative = inhibition, % | hit rate 2.5% among 360,000 | AID 652054; in the data active = max response below about -50%; inconclusive = no clear call, values can overlap the other calls; also: % is scaled to controls: 0 for no effect and ±100 for the full control effect; mostly tested at two doses, the higher about 12 µM
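Cells expressing the human receptor were seeded at 1500 cells/well, incubated overnight at 37 degrees C in 5% CO2, then exposed to library compounds with dopamine controls for 90 minutes at 37 degrees C before luminescent detection.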
aSyn rescue = inhibitors of alpha-synuclein toxicity in yeast. Potency, µM (titrated, usually from 46.1 µM), inactives show at the highest dose growth rescue (activation), most hits filed as activators. AID 652106. Yeast expressing alpha-synuclein, growth rescue, BacTiter-Glo, 24 h. hit rate 0.14% among 370,000; also: potency is read from the fitted curve at half-maximal effect; % of control where 0% means no effect; nearly all actives have a fitted effect of over 65% in size
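Readout is rescue of growth in alpha-synuclein-expressing yeast, so inhibitors of toxicity appear as activators. Growth after 24 hr at 30 deg C in galactose medium is quantified by luminescence.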
D3 ag = D3 dopamine receptor (human) agonism; max activation, %; D3R DiscoveRx beta-arrestin cells, luminescence, 90 min; hit rate 0.58% among 410,000; AID 652048; P35462; in the data active = max activation above about 30%; also: 0% is about no effect; mostly tested at two doses, the higher about 12 µM
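Agonist-mode cell screen: cells plated at 1500/well and incubated overnight at 37 °C, then exposed to library compounds for 90 min at 37 °C. Detection reagent was added for 30–60 min at room temperature, and luminescence was read.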
FUS yeast rescue = rescues growth of FUS-expressing yeast. hit rate 0.24% among 390,000. AID 1347120. S. cerevisiae FUS-expressing, growth rescue, OD600, 24 h. Potency, µM (highest dose often 76.6 µM), without a hit: top-dose growth rescue (activation), usual class: activators;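 also: potency is read from the fitted curve at half-maximal effect; plate controls were DMSO vehicle for no effect and reference control for full effect; nearly all actives have a fitted effect of over 55% in size; some results filed as inactive show a strong effect at the top dose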
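Quantitative HTS measuring growth restoration of FUS-toxic yeast. Galactose-induced cells (OD 0.005) were exposed 24hr at 30C to compounds at several concentrations, then absorbance at 600 nm was recorded.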
TDP43 rescue = TDP-43 toxicity inhibition in yeast; Potency, µM (doses to about 46.1 µM), for the others: top-dose growth rescue (activation), hits mostly activators; hit rate 1.8% among 410,000; AID 652104; TDP-43 expressing yeast growth rescue, BacTiter-Glo, 24 h; also: potency is read from the fitted curve at half-maximal effect; % of control where 0% means no effect; nearly all actives have a fitted effect of over 50% in size
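Yeast expressing TDP-43 (pregrown in raffinose, seeded at OD600=0.02 in galactose medium) exposed to compounds 24 hr at 30 deg C. Growth read by BacTiter-Glo luminescence; rescue of toxicity appears as increased signal.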
EPAC2 agonist = activates human EPAC2 exchange factor; AID 720711; EPAC2 activation, biochemical qHTS; response scale: 100% = 6.5 mM cAMP response; Potency, µM (titrated, usually from 154 µM), inactives show at the highest dose activation, usual class: activators; hit rate 0.079% among 360,000; Q8WZA2; also: potency is read from the fitted curve at half-maximal effect; nearly all actives have a fitted effect of over 50% in size
Target sequence (Q8WZA2 whole entry, looked up): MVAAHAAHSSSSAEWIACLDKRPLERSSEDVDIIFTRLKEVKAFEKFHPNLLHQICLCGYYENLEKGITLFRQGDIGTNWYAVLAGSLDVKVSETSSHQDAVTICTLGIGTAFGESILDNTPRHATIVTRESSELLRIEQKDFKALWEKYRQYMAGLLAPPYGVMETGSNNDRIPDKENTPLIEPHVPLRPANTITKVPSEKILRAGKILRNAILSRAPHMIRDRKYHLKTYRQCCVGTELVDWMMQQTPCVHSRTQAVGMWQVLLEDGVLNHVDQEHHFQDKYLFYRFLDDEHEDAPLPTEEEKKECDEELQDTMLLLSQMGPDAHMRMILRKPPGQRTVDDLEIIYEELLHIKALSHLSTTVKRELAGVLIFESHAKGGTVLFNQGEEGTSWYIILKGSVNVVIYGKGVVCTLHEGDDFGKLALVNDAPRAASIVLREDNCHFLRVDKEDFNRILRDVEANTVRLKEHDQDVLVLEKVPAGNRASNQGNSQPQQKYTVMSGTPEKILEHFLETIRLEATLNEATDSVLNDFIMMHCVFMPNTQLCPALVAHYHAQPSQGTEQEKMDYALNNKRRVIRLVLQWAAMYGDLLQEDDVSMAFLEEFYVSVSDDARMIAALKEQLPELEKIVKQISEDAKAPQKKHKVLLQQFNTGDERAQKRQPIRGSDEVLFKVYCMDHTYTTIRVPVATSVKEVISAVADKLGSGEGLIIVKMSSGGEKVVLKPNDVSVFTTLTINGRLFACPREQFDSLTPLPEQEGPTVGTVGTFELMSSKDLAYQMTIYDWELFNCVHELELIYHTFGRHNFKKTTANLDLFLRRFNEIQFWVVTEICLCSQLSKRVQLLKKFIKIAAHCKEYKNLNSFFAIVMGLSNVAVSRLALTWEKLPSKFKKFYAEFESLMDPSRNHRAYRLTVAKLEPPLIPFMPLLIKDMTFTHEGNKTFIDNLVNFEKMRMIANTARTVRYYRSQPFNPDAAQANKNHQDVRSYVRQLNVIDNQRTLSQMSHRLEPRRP
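Setup: EPAC2 100 nM, labeled Rap1B complex 250 nM, free GDP 50 uM. Compound titrations pinned in, brief spin, 5 min room temperature incubation. Kinetic fluorescence read over 30 min, normalized to 6.5 mM cAMP.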
Abeta rescue = restores growth of yeast expressing A-beta42 peptide; yeast expressing A-beta42, growth rescue, OD600, 48 h; response scale: 0% DMSO, 100% iron-clioquinol control; Potency, µM (doses to about 46.1 µM), for the others: top-dose growth rescue, actives largely listed as activators; hit rate 0.063% among 410,000; AID 1347071; also: potency is read from the fitted curve at half-maximal effect; nearly all actives have a fitted effect of over 55% in size
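Growth rescue measured by 600 nm absorbance after 48 h yeast culture at 30 C with compound. Values normalized between DMSO and an equimolar ferric chloride plus clioquinol control.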
EPAC2 antagonist = EPAC2 (human) antagonism | Q8WZA2 | hit rate 0.18% among 360,000 | AID 720708 | Potency, µM (top dose mostly 114 µM), without a hit: at the highest dose activity, negative = inhibition, most hits filed as inhibitors | EPAC2 GEF exchange of Rap1B-BODIPY-GDP, fluorescence; also: potency is read from the fitted curve at half-maximal effect; % is scaled to controls: 0 for no effect and ±100 for the full control effect; nearly all actives have a fitted effect of over 45% in size; many of its hits are not listed in these tables
* hit, by the source's call; ? = inconclusive; / = not tested or not shown; [ ] = dose if it differs, or a comment. Unless noted, calls follow the shape of the dose curve; as a rule, active = well fitted curve in the direction sought with a large enough effect; inconclusive = small, poorly fitted or top-dose-only effect, or another doubt; inactive = no such curve, though single readings can be large; an effect the other way counts as inactive or inconclusive. This is a subset; the hit share may differ from the screen's.

SMILES	DRD3 antagonist	aSyn rescue	D3 ag	FUS yeast rescue	TDP43 rescue	EPAC2 agonist	Abeta rescue	EPAC2 antagonist
CCOC1=C2[C@H](c3cccs3)N(S(=O)(=O)c3ccc(C)cc3)C[C@H]2n2c(=O)n(-c3ccccc3)c(=O)n2C1	-8.6	12.6%	7.9	13.2%	3.8%	-0.2%	-6.1%	-12.0%
CN(Cc1ccccc1)C(=O)COC(=O)C1CCN(S(=O)(=O)c2cccs2)CC1	-5.9	-0.5%	-2.3	25.1%	-7.0%	5.3%	19.2%	2.1%
N#C/C(=C\c1ccc(-c2ccccc2[N+](=O)[O-])o1)C(=O)Nc1nc(-c2cccs2)cs1	-6.7	-0.9%	-2.0	20.2%	-14.1%	14.3%	-0.3%	-10.8%
Nc1ncnc2c1nc(-c1ccccc1)n2C1OC(CO)C(O)C1O (stereo unspecified)	13.4	0.2%	2.6	-19.8%	24.0%	-3.3%	-4.1%	-21.7%
Cc1ccccc1NC(=O)CSc1nc2ccccc2c(=O)n1C	10.9	-13.7%	4.5	14.9%	18.5%	13.2%	17.4%	3.6%
COC(=O)c1c(NC(=O)Cc2coc3ccc(C)cc23)sc2c1CCC2	/	/	8.1	4.4%	10.3%	/	-2.0%	/
COc1ccc(C(=O)NCC(=O)OCc2cc(=O)n3nc(C4CCCCC4)sc3n2)cc1	/	/	2.1	31.8%	-0.6%	/	-5.6%	/
O=[N+]([O-])c1cccc(-c2cc(-c3cc(Br)ccc3O)[nH]n2)c1	1.3	-7.1%	-3.8	3.2%	12.6µM*	-3.0%	13.5%	-7.7%
COc1ccc(N(CC(=O)NCc2ccc(Cl)cc2)S(=O)(=O)c2c(C)n[nH]c2C)cc1	3.5	14.4%	-0.1	13.5%	-15.1%	-1.8%	4.0%	-12.1%
Cc1onc(-c2c(F)cccc2Cl)c1C(=O)Nc1cccc(S(=O)(=O)N2CCOCC2)c1	11.0	1.9%	1.6	20.1%	-18.4%	-3.1%	2.9%	3.6%
COc1ccc(-c2c(C)c3ccc(O)c(CN4CCOCC4)c3oc2=O)cc1OC	/	/	2.8	-20.4%	?	/	-12.3%	/
CCCNC(=O)C1(C)CCCN(Cc2ccc(C)cc2)C1 (stereo unspecified)	?	1.1%	-9.8	-16.5%	?	6.3%	-5.9%	4.2%

Continued (five carried over from the part before).
SMILES	DRD3 antagonist	aSyn rescue	D3 ag	FUS yeast rescue	TDP43 rescue	EPAC2 agonist	Abeta rescue	EPAC2 antagonist
O=[N+]([O-])c1cccc(-c2cc(-c3cc(Br)ccc3O)[nH]n2)c1	1.3	-7.1%	-3.8	3.2%	12.6µM*	-3.0%	13.5%	-7.7%
COc1ccc(N(CC(=O)NCc2ccc(Cl)cc2)S(=O)(=O)c2c(C)n[nH]c2C)cc1	3.5	14.4%	-0.1	13.5%	-15.1%	-1.8%	4.0%	-12.1%
Cc1onc(-c2c(F)cccc2Cl)c1C(=O)Nc1cccc(S(=O)(=O)N2CCOCC2)c1	11.0	1.9%	1.6	20.1%	-18.4%	-3.1%	2.9%	3.6%
COc1ccc(-c2c(C)c3ccc(O)c(CN4CCOCC4)c3oc2=O)cc1OC	/	/	2.8	-20.4%	?	/	-12.3%	/
CCCNC(=O)C1(C)CCCN(Cc2ccc(C)cc2)C1 (stereo unspecified)	?	1.1%	-9.8	-16.5%	?	6.3%	-5.9%	4.2%
COc1ccc(C(=O)Nc2ccc(C(=O)Nc3cccc(C)c3)cc2)cc1	15.1	0.7%	5.7	/	10.0%	-4.8%	2.3%	-1.0%
CS(=O)(=O)N1CCN(c2ccc(NC(=S)NC(=O)c3ccc4c(c3)OCO4)cc2)CC1	3.2	-0.5%	-13.4	28.9%	-14.8%	0.6%	-16.0%	6.3%
CC(C)CC(=O)Nc1ccc2nn(-c3ccccc3)nc2c1	-4.6	-8.4%	-9.6	/	10.6%	-3.5%	-0.4%	-1.3%
c1ccc2c(c1)nc1sccn12	11.4	0.3%	-1.1	-3.6%	25.1%	1.1%	?	-0.6%
Cc1ccc(C)n1NC(=O)c1ccc(O)cc1	-5.7	6.4%	-2.6	29.1%	-14.9%	7.7%	1.1%	-1.8%
CCOc1ccc(S(=O)(=O)Nc2cc(S(=O)(=O)N3CCOCC3)ccc2OC)cc1	3.8	2.0%	-1.2	3.6%	3.9%	9.5%	-7.3%	-4.9%
Cc1[nH]c2ccc(C(=O)N3CCN(c4cccc(Cl)c4)CC3)cc2c1C	-5.8	20µM*	-0.8	?	?	4.1%	-43.9%[inhibitor]	1.9%
CCOc1ccc(N2CC(C(=O)Nc3nnc(C4CCCCC4)s3)CC2=O)cc1 (stereo unspecified)	-7.4	-1.8%	5.4	8.7%	-3.8%	-13.5%	-10.2%	-13.9%
O=C(Nc1ccccc1Br)c1ccc(N2CCCC2=O)cc1	-2.4	-4.0%	6.0	10.4%	?	9.8%	2.8%	3.9%
CN(C)C(=O)c1ccc(NC(=O)c2cccc(S(=O)(=O)N3CCN(Cc4ccccc4)CC3)c2)cc1	0.6	-6.0%	-15.1	2.9%	7.5%	8.2%	-3.2%	7.2%
Cc1cc(=O)n2nc(N3CCCC(C(=O)N4CCOCC4)C3)sc2n1 (stereo unspecified)	-16.8	-0.7%	-0.6	20.5%	-16.6%	5.0%	-20.4%	-2.6%
COc1cc(-c2nc(CN3CCN(C(=O)c4ccco4)CC3)c(C)o2)ccc1F	1.3	7.2%	-1.3	-3.6%	-4.3%	4.6%	2.6%	0.6%
Cc1c(NC(=O)c2cccs2)cccc1-c1nc2cc(Cl)ccc2o1	/	/	0.3	-16.3%	?	/	17.2%	/
O=C(Cc1ccc(F)cc1)Nc1cccc(S(=O)(=O)N2CCCC2)c1	-5.3	-0.3%	2.8	35.1%	-20.4%	8.6%	3.0%	-2.0%
Cc1ccc(S(=O)(=O)N(CC(O)CN(C)C)c2ccccc2)cc1 (stereo unspecified)	-24.5	-3.1%	-2.4	-11.4%	-12.1%	5.3%	-9.4%	3.8%
COc1cc(-c2nc3sccn3c2Nc2cccc(C)c2)ccc1O	/	/	6.8	0.3%	11.0%	/	-13.2%	/
Cc1ccc(CSC2=NC(C)(C)Nc3ccccc32)c(C)c1	/	/	1.1	19.2%	?	/	8.1%	/
CN(CC(=O)Nc1ccccc1Cl)CC(=O)Nc1cccc2ccccc12	-1.3	6.1%	2.6	3.9%	?	12.4%	4.8%	1.1%
Cn1nccc1C(=O)N1CCCC(N2CCN(Cc3ccc4c(c3)OCO4)CC2)C1 (stereo unspecified)	5.5	-1.5%	-12.8	/	-20.3%	2.6%	-10.9%	8.8%
Cc1cc(N2CCC(C)CC2)c(F)cc1[N+](=O)[O-]	-20.6	7.3%	-2.5	18.0%	-22.1%	-0.4%	-4.8%	-2.2%
CN(C)c1cc(-c2ccc(Cl)cc2Cl)oc(=O)c1Cl	0.0	-8.2%	5.0	11.5%	14.7%	10.3%	-37.4%[inhibitor]	-19.5%
COc1ccc(CC(=O)NCc2ccc3c(c2)CCN3C(=O)c2ccc(Cl)cc2)cc1OC	/	/	-14.7	?	-11.2%	/	-26.1%	/
CC(C)C(O)(CC#CCN1CCCC1)c1ccccc1 (stereo unspecified)	-7.8	-8.2%	-11.5	-5.4%	-10.4%	-1.9%	-10.5%	-3.1%
Cc1cccc(CCNC(=O)C2CCC(CNS(=O)(=O)c3cccs3)CC2)c1 (stereo unspecified)	-17.0	-4.4%	-1.8	2.5%	5.0%	-1.6%	-8.0%	5.4%
CC(=O)C1=CCC(c2cccc(Cl)c2)N(S(=O)(=O)c2ccc(C)cc2)C1 (stereo unspecified)	-5.2	24.5%	-6.7	33.6%	0.0%	9.6%	-2.3%	?
COc1ccc(CCNC(=O)CSc2ccc(-c3cccs3)nn2)cc1	-10.6	8.0%	1.6	11.5%	9.5%	-6.9%	2.0%	-2.1%
Cc1ccc(C(=O)c2ccccc2C(=O)O)c(O)c1	16.9	2.8%	0.1	-17.1%	-11.2%	6.6%	11.9%	-1.8%
CN1CCN(C(=S)SCC(=O)Nc2nc(-c3ccccc3)c(-c3ccccc3)o2)CC1	-23.4	-14.6%	6.9	/	0.5%	-6.7%	-33.4%[inhibitor]	6.9%
O=C(NC(=S)Nc1ccc(S(=O)(=O)N2CCCCC2)cc1)c1ccc(Cl)cc1	44.8	-1.4%	-1.2	-46.1%	-6.2%	8.5%	-4.7%[9.22 µM]	0.5%
O=[N+]([O-])c1cc(C(F)(F)F)ccc1NCC1CCCO1 (stereo unspecified)	17.4	4.7%	-6.8	-4.9%	14.1µM*	9.3%	13.8%	5.9%
Cc1ccc(C)c(Cn2c(=O)n(Cc3ccc4c(c3)OCO4)c(=O)c3oc4ccccc4c32)c1	/	/	-23.9	-9.4%	-19.4%	/	-10.4%	/
O=C(c1cccc(C(F)(F)F)c1)C1CCCN(C(=O)CCn2cnnn2)C1 (stereo unspecified)	-12.5	-1.2%	-17.2	1.1%	-21.9%	3.0%	-11.6%	0.8%
COCc1cc(C(C)=O)ccc1OCC(=O)Nc1ccc(NC(C)=O)cc1	5.9	4.2%	7.3	29.5%	18.9%	8.6%	-10.1%	2.0%
COc1ccccc1CCNC(=O)c1ccc2c(c1)c(C)c(C)n2C	/	/	3.7	?	?	/	-5.8%	/
Cc1nc(CC(=O)N2CCN(S(=O)(=O)c3ccccc3C#N)CC2)cs1	1.2	-4.4%	-0.7	20.4%	-0.8%	4.1%	-5.8%	-1.2%
O=C(O)c1cccc(NC(=O)c2ccc3c(c2)C(=O)N(Cc2ccco2)C3=O)c1	7.5	-4.9%	7.9	-1.5%	-10.6%	6.5%	1.4%	4.8%
CSc1ccccc1OCc1cc(C(=O)NC(C)c2cnn(C)c2)no1 (stereo unspecified)	-15.4	15.5%	2.2	/	18.7%	15.6%	-9.4%	3.3%
C/C(=N\NC(=O)CC#N)c1cc2ccccc2oc1=O	-26.4	2.2%	-7.5	-6.9%	-14.2%	9.9%	-6.3%	23.7%
Cc1ccc(-c2nc3ccccc3c(=O)n2O)cc1	0.7	20µM*	-11.6	6.3%	-39.9%[inhibitor]	-5.0%	-38.4%[inhibitor]	7.1%
CC(NC(=O)COc1ccc(-c2ccccc2)cc1)C1CCCO1 (stereo unspecified)	-8.1	2.0%	-6.9	18.8%	?	-8.7%	-22.4%	-4.7%
